Screening results as filed in PubChem BioAssay.
PAX8 inh HTS: inhibitors of PAX8-driven TPO luciferase reporter, primary screen, RMG-I cells, single concentration; SteadyGlo, 24 h; inhibition, % at 12.6 µM; hit rate 1.2% among 360,000;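 active = mean replicate inhibition at least 60% with every replicate also reaching 60%; inconclusive = only one of the two criteria is met; inactive = mean below 60% and not all replicates reaching 60%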;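 also: luciferase light reporting Pax8 driven TPO promoter activity; plate controls were median of neutral control wells for no effect and mitoxantrone controls for full effect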
EWS-Fli inh: EWS/Fli-driven NR0B1 reporter inhibitors, primary screen, A673 cells, NR0B1 luciferase, luminescence, MLPCN library | hit rate 0.67% among 350,000 | AID 651661, 2012 | inhibition, % at 12.6 µM | viability-normalised;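 active = mean inhibition of at least 50% after viability correction, with every replicate also passing that limit; inconclusive = mean reaches 50% but only one of two replicates passes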;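 also: firefly luciferase signal divided by Alamar Blue viability fluorescence both relative to DMSO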
XiGFP reactiv: activators of inactive X chromosome reactivation, primary screen, imaging, XiGFP fibroblasts, GFP high-content imaging, set 2 | activation, % at 7.58 µM | hit rate 0.055% among 360,000 | XiGFP mouse fibroblasts, % GFP-positive cells imaging, 3 d; cells co-treated with 5-aza-dC sensitizer; scaled so ellipticine positive control = 100% | AID 743238, 2013;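 active = mean normalized replicate activation at least 10% and every replicate at or above 10%; inconclusive = only one of the two criteria met; inactive = mean below 10% and not all replicates reach 10%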;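 also: 0% = median of on-plate neutral control wells and 100% = ellipticine 6 µM median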
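Material: XiGFP fibroblasts, SV40-immortalized. Buffer or medium: DMEM plus 5-aza-dC sensitizer. Compound: single concentration per compound, delivered by pin transfer. Times: 3 days compound exposure. Controls: ellipticine 6 µM.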
ARNT TACC3 PPI: disruptors of ARNT/TACC3 protein interaction, primary screen, biochemical, AlphaScreen, single concentration | Transforming acidic coiled-coil-containing protein 3 (Homo sapiens), Q9Y6A5 | AlphaScreen His-ARNT PAS-B/GST-TACC3 binding, luminescence; TACC3 fragment carries E629A point mutation | inhibition, % at 9.99 µM | hit rate 0.66% among 390,000 | AID 623870, 2012;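 active = mean inhibition of replicates at least 50% and at least half of replicates each reaching 50%; inconclusive = half or more replicates reach 50% but mean below 50%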;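 also: 0% = complete ARNT plus TACC3 wells and 100% = ARNT alone without TACC3; many hits fall short of the cut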
CFTR F508del cor: F508del CFTR correction, initial screen, CFBE line, single point; hit rate 0.36% among 350,000; AID 720511, 2013; activity (quench increase), % at 7.58 µM; CFBE cells, YFP halide quenching; stimulated with forskolin plus potentiator P3; % fluorescence drop versus neutral controls;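 active = mean added fluorescence quench of at least 8% versus neutral control, with both replicates also reaching 8%; inconclusive = only one of the mean or replicate conditions met; inactive = mean below 8% and not both replicates reaching 8%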;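 also: cells transiently co-express mutant CFTR-F508del with the halide-sensitive YFP; corrector assay measuring rescue of mutant channel to the surface after 24 h compound exposure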
DENV2 CPE: inhibitors of DENV2 cytopathic effect, primary screen, cell-based, plate reader, single concentration; DENV2-infected cells, cytopathic effect rescue; CPE inhibition, % at 9.99 µM; hit rate 1.7% among 350,000; AID 651640, 2012; in the data active = CPE inhibition above about 20%, passing the limit was not always enough; inconclusive = no clear call, values can overlap the other calls; tested in BHK-21 cells;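 also: 0% = median of neutral control wells and 100% = median of positive control wells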
INS-1E GSIS act: GLuc luminescence reporter in INS-1E cells, primary screen for activators of glucose-dependent secretion of insulin | INS-1E GLuc reporter insulin secretion, 2-3 h | activation, % at 16.6 µM | hit rate 0.61% among 370,000;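 active = lowest replicate activation of at least 40%, so every replicate reaches that level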;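 also: 0% = median of neutral control wells and 100% = median of IBMX positive control wells; some compounds called inactive have numbers as strong as hits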
ERp5 block: inhibitors of ERp5-driven insulin aggregation, primary screen, biochemical, turbidity, absorbance 650 nm, single point; 90 min; inhibition, % at 9.99 µM; hit rate 0.05% among 350,000; AID 651711, 2012;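 active = mean replicate inhibition above about 25%, with every replicate also reaching it, limit read from the data, passing the limit was not always enough; inconclusive = only one of those two criteria met; inactive = neither criterion met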
Target sequence (Q15084 whole entry, looked up): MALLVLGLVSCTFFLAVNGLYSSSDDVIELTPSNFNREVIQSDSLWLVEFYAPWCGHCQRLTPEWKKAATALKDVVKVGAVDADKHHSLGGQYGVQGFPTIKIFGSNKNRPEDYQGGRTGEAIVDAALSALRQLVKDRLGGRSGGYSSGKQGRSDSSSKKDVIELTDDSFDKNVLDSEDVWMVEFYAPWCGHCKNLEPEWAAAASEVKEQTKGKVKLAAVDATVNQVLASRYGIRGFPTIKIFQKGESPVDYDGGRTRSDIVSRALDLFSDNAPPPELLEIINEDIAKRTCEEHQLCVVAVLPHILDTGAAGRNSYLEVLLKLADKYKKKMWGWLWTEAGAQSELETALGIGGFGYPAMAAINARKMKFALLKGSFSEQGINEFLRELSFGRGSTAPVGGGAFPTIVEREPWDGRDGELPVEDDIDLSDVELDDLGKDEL
Active calls of the source: *.

How did Cc1ccccc1-c1ccc([C@H]2[C@H]3CN(C(=O)Nc4ccc(F)cc4)CCCCN3[C@H]2CO)cc1 do in these assays?
PAX8 inh HTS: 14; EWS-Fli inh: -6; XiGFP reactiv: 0.2; ARNT TACC3 PPI: 2; CFTR F508del cor: 1.0; DENV2 CPE: 17; INS-1E GSIS act: -35; ERp5 block: 2

Results for CCN(CC)C(=O)Cn1cc(C(=O)C(=O)N2CCc3ccccc32)c2ccccc21 ?
PAX8 inh HTS: -12; EWS-Fli inh: 2; XiGFP reactiv: 0.9; ARNT TACC3 PPI: -6; CFTR F508del cor: 0.9; DENV2 CPE: -5; INS-1E GSIS act: -2; ERp5 block: -2

Results for C[C@@H]1CN([C@H](C)CO)C(=O)Cc2cc(NS(=O)(=O)c3ccc(F)cc3)ccc2O[C@@H]1CN(C)S(=O)(=O)c1ccccc1 ?
EWS-Fli inh: 2; XiGFP reactiv: -0.7; ARNT TACC3 PPI: -1; CFTR F508del cor: 0.5; DENV2 CPE: -2; INS-1E GSIS act: -8; ERp5 block: 3

How did C[C@@H]1CN([C@H](C)CO)S(=O)(=O)c2ccc(C#C[C@@H](C)O)cc2O[C@H]1CN(C)C(=O)c1ccncc1 do in these assays?
PAX8 inh HTS: 2; EWS-Fli inh: -3; XiGFP reactiv: 0.0; ARNT TACC3 PPI: -2; CFTR F508del cor: -0.6; DENV2 CPE: 9; INS-1E GSIS act: 12; ERp5 block: -2

Results for COc1ccc(C#Cc2ccc([C@@H]3[C@H](CO)N4C(=O)CN(C(=O)NC(C)C)C[C@@H]34)cc2)cc1 ?
PAX8 inh HTS: -29; EWS-Fli inh: 9; XiGFP reactiv: 0.0; CFTR F508del cor: -2.0; DENV2 CPE: -4; INS-1E GSIS act: -1; ERp5 block: -1

What do the screens show for `CN(C)CC(=O)Nc1ccc2c(c1)[C@H]1C[C@@H](CC(=O)NCc3ccc(-c4ccccc4)cc3)O[C@H](CO)[C@H]1O2`?
PAX8 inh HTS: 24; EWS-Fli inh: 14; XiGFP reactiv: 0.0; ARNT TACC3 PPI: 11; CFTR F508del cor: 2.4; DENV2 CPE: 14; INS-1E GSIS act: 4; ERp5 block: -1

Results for COc1ccc2oc(C)c(C(=O)c3ccc(C)cc3)c2c1 ?
PAX8 inh HTS: -14; EWS-Fli inh: -55; XiGFP reactiv: 0.0; ARNT TACC3 PPI: -10; CFTR F508del cor: -1.3; DENV2 CPE: 6; INS-1E GSIS act: -5; ERp5 block: -2

What do the screens show for `N#Cc1ccc(CSc2ccc(S(=O)(=O)N3CCCCCC3)cn2)cc1`?
EWS-Fli inh: 7; XiGFP reactiv: 0.2; ARNT TACC3 PPI: -1; CFTR F508del cor: -0.6; DENV2 CPE: 5; INS-1E GSIS act: -16; ERp5 block: 0

What do the screens show for `COc1ccccc1C(=O)NCCn1cc(SCC(=O)NCc2ccco2)c2ccccc21`?
EWS-Fli inh: 6; ARNT TACC3 PPI: -2; CFTR F508del cor: 2.2; DENV2 CPE: -4; INS-1E GSIS act: -25; ERp5 block: 2

Results for COc1ccc2c(COC(=O)CNS(=O)(=O)c3ccc(C)c(C)c3)cc(=O)oc2c1 ?
PAX8 inh HTS: -7; EWS-Fli inh: -6; XiGFP reactiv: -0.1; CFTR F508del cor: 3.8; DENV2 CPE: 16; INS-1E GSIS act: -17; ERp5 block: -3

Results for Cc1ccc(-c2cc(C(=O)N(C)Cc3cnn(C)c3C)c3cc(Br)ccc3n2)cc1 ?
PAX8 inh HTS: 42; EWS-Fli inh: -15; XiGFP reactiv: 0.4; DENV2 CPE: -6; INS-1E GSIS act: -13; ERp5 block: 0

Results for O=C(c1cnccn1)N1CC2(C1)[C@H](c1ccccc1)[C@@H](CO)N2C(=O)c1ccccc1 ?
PAX8 inh HTS: 6; EWS-Fli inh: 4; XiGFP reactiv: 0.0; CFTR F508del cor: 2.5; DENV2 CPE: -7; INS-1E GSIS act: 1; ERp5 block: 1

Results for CS(=O)(=O)N(CC(=O)N1CCN(c2ccccc2)CC1)c1cc(C(F)(F)F)ccc1Cl ?
EWS-Fli inh: 10; ARNT TACC3 PPI: 4; CFTR F508del cor: 2.9; DENV2 CPE: -3; ERp5 block: -3

Results for COc1ccc(S(=O)(=O)Nc2ccc3c(c2)C(=O)N(C)C[C@@H](OC)[C@H](C)CN[C@@H](C)CO3)cc1 ?
PAX8 inh HTS: 1; EWS-Fli inh: 4; XiGFP reactiv: -0.1; ARNT TACC3 PPI: -11; CFTR F508del cor: 0.2; DENV2 CPE: -4; INS-1E GSIS act: 1; ERp5 block: -10

Results for CC(C)NC(=O)NCC[C@H]1CC[C@@H](NC(=O)c2ccc(F)cc2)[C@@H](CO)O1 ?
PAX8 inh HTS: -3; EWS-Fli inh: -4; XiGFP reactiv: 0.4; ARNT TACC3 PPI: -8; CFTR F508del cor: -0.5; DENV2 CPE: 3; INS-1E GSIS act: 25; ERp5 block: -7

Results for Cc1cc(NC(=O)/C(C#N)=C/c2ccco2)n(-c2ccccc2)n1 ?
PAX8 inh HTS: 11; EWS-Fli inh: -2; XiGFP reactiv: 0.0; CFTR F508del cor: 2.0; DENV2 CPE: 6; INS-1E GSIS act: 12; ERp5 block: 11

How did CCC(=O)N1C[C@@H]2[C@H](c3ccccc31)[C@H](CO)N2C(=O)Nc1ccccc1F do in these assays?
PAX8 inh HTS: 7; EWS-Fli inh: -8; XiGFP reactiv: 0.0; ARNT TACC3 PPI: 0; CFTR F508del cor: 0.8; DENV2 CPE: 9; INS-1E GSIS act: 5; ERp5 block: -4

What do the screens show for `COc1cccc(NC(=O)COC(=O)c2ccc3c(c2)OCCO3)c1`?
PAX8 inh HTS: -9; EWS-Fli inh: 4; XiGFP reactiv: 0.0; DENV2 CPE: -7; ERp5 block: 4

Results for COc1ccc(NC(=S)N(CCN2CCCCC2)Cc2ccco2)cc1 ?
PAX8 inh HTS: -1; EWS-Fli inh: -2; XiGFP reactiv: -0.2; ARNT TACC3 PPI: 3; CFTR F508del cor: -1.3; DENV2 CPE: -3; INS-1E GSIS act: 26; ERp5 block: 0

How did COc1ccc(CN(C)C[C@@H]2Oc3ccc(NS(=O)(=O)c4c(C)noc4C)cc3C(=O)N([C@@H](C)CO)C[C@@H]2C)cc1 do in these assays?
EWS-Fli inh: -1; XiGFP reactiv: 0.2; ARNT TACC3 PPI: -5; CFTR F508del cor: -0.1; DENV2 CPE: 11; INS-1E GSIS act: -2; ERp5 block: 2

What do the screens show for `O=C(c1ccco1)N1CCN(Cc2nnc(-c3cccc(Br)c3)o2)CC1`?
PAX8 inh HTS: 22; EWS-Fli inh: 12; XiGFP reactiv: 0.0; ARNT TACC3 PPI: 0; CFTR F508del cor: 0.5; DENV2 CPE: 9; INS-1E GSIS act: 11; ERp5 block: -11

Results for COC(=O)CCC(=O)NNC(=O)C1CC1(c1ccccc1)c1ccccc1 (stereo not drawn) ?
PAX8 inh HTS: 3; EWS-Fli inh: 4; XiGFP reactiv: 0.1; ARNT TACC3 PPI: -21; CFTR F508del cor: -1.7; DENV2 CPE: -2; ERp5 block: 0

How did O=C(C[C@@H]1C[C@@H]2c3cc(NC(=O)C4CCOCC4)ccc3O[C@@H]2[C@@H](CO)O1)NCCc1ccccc1 do in these assays?
PAX8 inh HTS: 2; EWS-Fli inh: -2; XiGFP reactiv: 0.4; ARNT TACC3 PPI: -9; CFTR F508del cor: -2.2; DENV2 CPE: -3; INS-1E GSIS act: 7; ERp5 block: 4

Results for CC(C)O/C(=N/S(=O)(=O)c1ccc(Cl)cc1)c1ccccc1 ?
EWS-Fli inh: 0; XiGFP reactiv: -0.1; ARNT TACC3 PPI: -53; CFTR F508del cor: -2.5; DENV2 CPE: -1; INS-1E GSIS act: 5; ERp5 block: -1

How did O=C1C2C(C(=O)N1/N=C/c1ccco1)C1C=CC2C12CC2 (stereo not drawn) do in these assays?
EWS-Fli inh: -4; ARNT TACC3 PPI: -2; CFTR F508del cor: 0.9; DENV2 CPE: 5; INS-1E GSIS act: -15; ERp5 block: 5

What do the screens show for `COC(=O)c1ccc(C(C(=O)NC2CCCCC2)N(Cc2ccccc2)C(=O)Cc2cccs2)cc1` (stereo not drawn)?
PAX8 inh HTS: -27; XiGFP reactiv: 0.0; ARNT TACC3 PPI: -11; INS-1E GSIS act: -16

Results for CC(=O)c1cccc(NC(=O)c2ccc3c(=O)n4c(nc3c2)CCCCC4)c1 ?
PAX8 inh HTS: -10; EWS-Fli inh: -14; XiGFP reactiv: -0.1; ARNT TACC3 PPI: -8; CFTR F508del cor: 2.7; DENV2 CPE: 1; INS-1E GSIS act: 8; ERp5 block: 1

How did CCOc1ccccc1C(=O)Nc1cccc2cccnc12 do in these assays?
PAX8 inh HTS: 8; EWS-Fli inh: -25; XiGFP reactiv: 0.0; ARNT TACC3 PPI: -7; CFTR F508del cor: 2.9; DENV2 CPE: -7; INS-1E GSIS act: 1; ERp5 block: 5

What do the screens show for `CC(C)NC(=O)N(C)C[C@H]1OCCCC[C@H](C)Oc2ccc(NC(=O)Nc3ccc(C(F)(F)F)cc3)cc2C(=O)N([C@@H](C)CO)C[C@H]1C`?
PAX8 inh HTS: 10; EWS-Fli inh: 3; XiGFP reactiv: 0.0; ARNT TACC3 PPI: -5; CFTR F508del cor: 0.5; DENV2 CPE: inconclusive; INS-1E GSIS act: 23; ERp5 block: -1

Results for CCN1C(=O)[C@H]2[C@H]3CN=C(SC)N3[C@@](CC)(C(=O)OC)[C@H]2C1=O ?
PAX8 inh HTS: 0; EWS-Fli inh: 2; XiGFP reactiv: -0.2; CFTR F508del cor: 3.1; DENV2 CPE: -3; INS-1E GSIS act: 7; ERp5 block: 0

Results for CCC(=O)N1CC(=O)N2[C@H](CO)[C@H](c3ccc(-c4ccncc4)cc3)[C@@H]2C1 ?
PAX8 inh HTS: -5; EWS-Fli inh: 3; XiGFP reactiv: 0.2; CFTR F508del cor: 1.9; DENV2 CPE: 5; INS-1E GSIS act: 18; ERp5 block: 4

Results for Nc1ncnc2c1ncn2[C@H]1C[C@H](O)[C@@H](CO)O1 ?
EWS-Fli inh: -4; ARNT TACC3 PPI: -27; CFTR F508del cor: 1.7; DENV2 CPE: -3; INS-1E GSIS act: 0; ERp5 block: 5

How did O=C(NCCN1CCCC1)[C@H]1[C@H](CO)[C@H]2Cn3c(cccc3=O)[C@H]2N1C(=O)c1ccccc1 do in these assays?
PAX8 inh HTS: 4; EWS-Fli inh: -1; XiGFP reactiv: 0.1; ARNT TACC3 PPI: 1; CFTR F508del cor: -2.1; DENV2 CPE: 9; INS-1E GSIS act: 11; ERp5 block: -11

How did Cc1ccc(SCC(=O)Nc2ccc3c(c2)C(=O)NC3=O)cc1 do in these assays?
PAX8 inh HTS: -7; EWS-Fli inh: -7; XiGFP reactiv: 0.0; ARNT TACC3 PPI: -3; DENV2 CPE: -2; INS-1E GSIS act: -2; ERp5 block: 6

Results for CC(=O)N(c1ccccc1)c1ccccc1[N+](=O)[O-] ?
PAX8 inh HTS: 13; EWS-Fli inh: 0; XiGFP reactiv: 0.0; CFTR F508del cor: -4.0; DENV2 CPE: inconclusive; ERp5 block: 7
